PhoP inhibition: inhibitors of PhoP regulon expression, primary screen, Salmonella Typhimurium, GFP reporter (AID 1863); S. Typhimurium PhoP-regulated promoter GFP reporter, 4 h; higher % means a stronger effect; one-dose inhibition, % at 50 µM; IC50 in µM for titrated hits; actives 0.16% (n = 300,000);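 active means inhibition over 29.93%, a cutoff 3 SD above the screen mean, later confirmed by dose response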;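 further: 0% = low Mg2+ inducing control and 100% = high Mg2+ repressing control; strong numbers were not always called active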
HEK293 NOD2/NF-kB: NOD2 signaling inhibitors, cell-based, luminescence, uHTS, HEK293 (AID 1566); HEK293 NOD2/NF-kB luciferase reporter, luminescence; higher % means a stronger effect; inhibition, % at 4 µM; hits with a dose series show EC50 in µM; actives 0.63% (n = 290,000); further: many of its hits are not listed in these tables
NOD1 NF-kB reporter: NOD1 signaling inhibitors, primary screen, cell-based, luminescence, uHTS (AID 1578). actives 1% (n = 290,000). NOD1-driven NF-kB luciferase reporter cells, luminescence; higher % means a stronger effect. inhibition, % at 4 µM, or EC50 in µM where a hit was titrated; in the data active means inhibition mostly above about 36%, no sharp cut-off; inactive means mostly below about 34%;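 further: HEK-293T reporter cells stimulated with the NOD1 agonist gamma-tri-DAP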
SIAH1 antagonists: Siah-1 peptide-binding antagonists, primary screen, biochemical, fluorescence polarization, rhodamine-plectin, uHTS (AID 1817); Siah-1 / rhodamine-plectin peptide fluorescence polarization; higher % means a stronger effect; displacement, % at 20 µM; hits with a dose series show IC50 in µM; actives 0.02% (n = 290,000);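 active means displacement of at least 50% at 20 µM, with a fluorescence ratio check between 0.3 and a set limit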;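 further: plate controls were Siah plus tracer with DMSO for no effect and tracer alone without Siah for full effect; strong numbers were not always called active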
LYP phosphatase: inhibitors of LYP phosphatase, biochemical, fluorescence intensity, uHTS (AID 1779). one-dose inhibition, % at 11.5 µM; IC50 in µM for titrated hits. actives 0.054% (n = 290,000). recombinant LYP phosphatase, fluorescence intensity; higher % means a stronger effect;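 further: plate controls were vehicle with enzyme for no effect and no enzyme for full effect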
KOR beta-arrestin-1: KOR agonists, beta-arrestin recruitment, primary screen, cell-based, luminescence, uHTS (AID 1777); Kappa-type opioid receptor (Homo sapiens); KOR beta-arrestin recruitment, luminescence; higher % means a stronger effect; actives 0.02% (n = 280,000); activation, % at 10 µM, or EC50 in µM where a hit was titrated; in the data active means activation above about 50%, passing the limit was not always enough; further: a part of the inactive calls stands beside numbers as strong as those of hits
HIV peptide binding: inhibitors of HIV fusion peptide binding, primary screen, biochemical, uHTS, fluorescence dequenching (AID 1986); actives 0.3% (n = 290,000); cell-free peptide binding, fluorescence dequenching, 30 min; higher % means a stronger effect; inhibition, % at 20 µM; hits with a dose series show IC50 in µM; in the data active means inhibition mostly above about 52%, no sharp cut-off; inactive means mostly below about 76%; further: some results filed as inactive read as strong as hits
Myeloid diff MLP: induction of myeloid progenitor differentiation, primary screen, cell-based, flow cytometry, MLPCN library; ER-HoxA9 myeloid progenitors, lysozyme-GFP differentiation; calls only at 10 µM; actives 1% (n = 360,000);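 active means normalized GFP-positive differentiation at or above the plate's own cutoff, the solvent-only control mean plus 3 SD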;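 further: cells exposed to compound for four days before flow analysis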
KOR beta-arrestin-2: KOR antagonists, beta-arrestin recruitment, cell-based, luminescence, uHTS (AID 1778); Kappa-type opioid receptor (Homo sapiens); KOR beta-arrestin recruitment, luminescence, antagonist mode; higher % means a stronger effect; inhibition, % at 10 µM; hits with a dose series show IC50 in µM; actives 0.091% (n = 290,000); further: strong numbers were not always called active
Myeloid diff MLP GFP+ MAC1+ %: recorded beside Myeloid diff MLP, whose call it bears; GFP+ MAC1+ double positive, %; measured here: differentiation confirmed by MAC1 staining
Numbers without * were called inactive; i = inactive; · = no result given; + = active, no number; [ ] = another dose, or the depositor's remark. Unless noted, no stated cut-off is given here; in the data, active means inhibition above about 50%; inactive means the rest. Some of the compounds tested; the hit share may differ from the screen's.

SMILES	PhoP inhibition	HEK293 NOD2/NF-kB	NOD1 NF-kB reporter	SIAH1 antagonists	LYP phosphatase	KOR beta-arrestin-1	HIV peptide binding	Myeloid diff MLP	Myeloid diff MLP GFP+ MAC1+ %	KOR beta-arrestin-2
O=C(O)CSc1nnnn1-c1ccc2c(c1)OCCO2	-5%	11%	-20%	0%	-5%	-0.4%	1.0%	i	0.6	-1%
Cc1ccc(C(=O)NCCn2cc(SCC(=O)Nc3nnc(C)s3)c3ccccc32)cc1	-8%	18%	-2%	1%	-4%	-3.8%	0.4%	i	3.6	12%
COc1ccc(CNCCC(c2ccc(F)cc2)c2ccc(OC)cc2)cc1 (stereo not given)	-5%	-60%	-15%	-7%	2%	24%	1.3%	i	0.6	-47%
Cc1c(C(=O)N2CCOCC2)sc(NC(=O)c2ccccc2F)c1C#N	0%	-7%	10%	3%	-11%	4.8%	3.9%	i	0.7	-42%
O=C(N/N=C/c1ccc(Br)cc1)c1ccc(Br)o1	-2%	-90%	-59%	30%	4%	0.9%	-1.8%	i	0.8	-12%
COc1ccc(CCc2nnc(NS(C)(=O)=O)s2)cc1	4%	4%	-1%	-3%	-9%	3.9%	-0.7%	i	0.2	-14%
O=S(=O)(N1CCOCC1)n1nnc2ccccc21	14%	10%	-15%	12%	1%	-5.1%	1.1%	i	4.0	23%
O=S(=O)(Nc1nc2ccccc2nc1NCc1ccco1)c1cccs1	26%	5%	-7%	0%	9%	0.2%	12%	+	2.6*	25%
c1csc(CN2CCN(Cc3cccs3)C2c2cccs2)c1	1%	4%	-21%	0%	-8%	-5.1%	1.2%	i	2.0	-18%
O=C(O)CCCC(=O)NNc1nc(-c2ccccc2)c2cc(Cl)ccc2n1	-6%	8%	-10%	-1%	-11%	1.1%	-0.4%	i	0.3	6%[20 µM]
O=C(Nc1ccccc1-c1ccccc1)NC1CCN(CC(=O)N2CCOCC2)CC1	-8%	14%	-12%	5%	-2%	-3.1%	1.3%	i	1.1	22%
Brc1ccccc1OCCN1CCOCC1	3%	11%	-24%	9%	-7%	-3.2%	0.4%	i	1.3	-11%
CCn1c(/N=C/c2ccccc2NS(=O)(=O)c2ccc(C)cc2)nc2ccccc21	-1%	21%	18%	-1%	2%	-2.5%	1.9%	i	0.4	25%
CCOc1ccc(C(=O)Nc2ccc(NC(=O)c3ccco3)c(Cl)c2)cc1Cl	-6%	-14%	-86%	8%	-2%	4.6%	-0.1%	i	2.0	-37%
O=S(=O)(c1ccc2c(c1)OCCO2)N1CCC(n2nnc3cc(F)ccc32)CC1	3%	14%	-6%	11%	-8%	-2.5%	-0.3%	i	0.8	5%
CC1CCN(S(=O)(=O)c2ccc3c(c2)oc(=O)n3CC(=O)N2CCc3ccccc3C2)CC1	10%	13%	4%	-1%	-7%	-3.2%	27%	i	1.8	10%
c1ccc(CC2CCCNC2)cc1 (stereo not given)	1%	23%	-11%	-2%	-11%	-1.3%	0.5%	i	0.6	5%
CCC1(CC)Cc2ccccc2C(CC(=O)N2CCOCC2)=N1	0%	-3%	-1%	1%	-1%	-8.7%	27%	i	3.8	40%
CO/N=C/CC(=O)c1cnc(-c2ccccc2)s1	-15%	-2%	-28%	0%	-4%	-4.9%	0.1%	i	0.2	-3%
CS(=O)(=O)N(Cc1ccc(C(=O)N2CCc3ccccc3C2)cc1)c1ccccc1	-8%	1%	-36%	-3%	4%	·	-1.2%	i	0.3	-8%[20 µM]
CC(C)CN1C(=O)c2ccc(C(=O)Nc3ccncc3)cc2C1=O	3%	15%	12%	-2%	-4%	8.0%	0.2%	i	8.3	-4%
N#Cc1c(C(F)(F)F)cc(-c2cccs2)nc1SCc1ccc(Cl)nc1	1%	6%	-86%	5%	-10%	-2.0%	3.2%	i	1.6	-16%
CCCNC(=O)c1ccc(C2SCC(=O)N2Cc2ccccc2)cc1 (stereo not given)	-15%	16%	-10%	1%	-4%	14%	-0.6%	i	0.6	-25%
Cc1ccc(S(=O)(=O)N2CCOCC2)cc1N/N=C(\C#N)c1nc2ccccc2[nH]1	12%	2%	-30%	5%	9%	2.3%	2.7%	i	0.4	-8%
Cc1nn(C)c(C)c1S(=O)(=O)N(CC(=O)Nc1ccc2c(c1)OCO2)c1ccc(C(C)C)cc1	-4%	7%	-13%	25%	-3%	4.4%	1.5%	i	1.2	21%
COc1ccc(CCNC(=O)CCC(=O)Nc2ccccc2[N+](=O)[O-])cc1OC	5%	17%	-9%	0%	-12%	-3.4%	0.3%	i	0.7	7%
CCCN1CCC(=O)N([C@H](COc2ccccc2)Cc2ccccc2)CC1	9%	-24%	-23%	13%	-14%	-1.3%	0.6%	i	3.1	6%[20 µM]
O=C(c1ccc(CS(=O)(=O)c2ccc(Br)cc2)o1)N1CCCCCC1	9%	15%	10%	-3%	-9%	-1.2%	-0.3%	i	4.5	-41%
CNC(=S)N1CCN(c2ccccc2OC)CC1	-6%	15%	14%	1%	-6%	16%	-2.3%	i	0.6	20%
CCCCC(=O)NC1(C(F)(F)F)C(=O)Nc2c1c(=O)[nH]c(=O)n2Cc1ccco1 (stereo not given)	2%	-3%	-8%	1%	-1%	-2.9%	0.5%	i	0.7	22%
CCOC(=O)C1(CC2CCCCO2)CCN(Cc2cc3ccccc3[nH]2)CC1 (stereo not given)	2%	9%	7%	-5%	-2%	·	1.6%	i	0.1	-60%[20 µM]
O=c1c2c(nc3nc(NCc4ccccc4Cl)[nH]n13)CCC2	-14%	9%	-28%	6%	0%	-2.6%	0.9%	·	·	27%
O=C1NC(=O)C(c2cn(-c3ccccc3)nc2-c2ccc(F)cc2)N1 (stereo not given)	-2%	-2%	-10%	4%	-11%	2.5%	3.0%	i	1.3	-12%
Cc1ccc(NC(=S)N(CCCN2CCOCC2)Cc2ccco2)cc1C	0%	5%	-23%	-7%	-6%	4.4%	-0.9%	i	0.4	-9%
COc1ccc(CCNC(=O)CCOc2ccc(C(C)(C)C)cc2)cc1OC	-5%	11%	10%	0%	-2%	4.4%	2.0%	i	1.1	-13%
O=C(Nc1ccc2oc(-c3ccccc3)nc2c1)c1cc(-n2cnnc2)ccc1Cl	4%	-4%	-41%	4%	8%	0.1%	0.3%	i	0.3	-30%
CC(=O)Nc1ccc(N2CCOCC2)c([N+](=O)[O-])c1	6%	2%	-19%	4%	-2%	-0.5%	-1.0%	i	0.4	2%
Cc1ccc(CSCCNC(=O)CN2C(=O)c3ccccc3S2(=O)=O)cc1	5%	-4%	-16%	0%	1%	2.2%	1.8%	i	2.8	-12%
CCOC(=O)Cc1csc(N/C(=N/S(=O)(=O)c2ccc(F)cc2F)c2ccccc2)n1	1%	11%	9%	0%	1%	-2.1%	7.6%	i	0.2	-33%
O=C(CN(C(=O)c1csnn1)c1cccc(C(F)(F)F)c1)NCc1ccc(F)cc1	-4%	1%	-4%	1%	-2%	-2.6%	2.7%	i	0.6	-21%

An excerpt from the list above, for reference:
SMILES	PhoP inhibition	HEK293 NOD2/NF-kB	NOD1 NF-kB reporter	SIAH1 antagonists	LYP phosphatase	KOR beta-arrestin-1	HIV peptide binding	Myeloid diff MLP	Myeloid diff MLP GFP+ MAC1+ %	KOR beta-arrestin-2
O=C(Nc1ccc2oc(-c3ccccc3)nc2c1)c1cc(-n2cnnc2)ccc1Cl	4%	-4%	-41%	4%	8%	0.1%	0.3%	i	0.3	-30%
CC(=O)Nc1ccc(N2CCOCC2)c([N+](=O)[O-])c1	6%	2%	-19%	4%	-2%	-0.5%	-1.0%	i	0.4	2%
Cc1ccc(CSCCNC(=O)CN2C(=O)c3ccccc3S2(=O)=O)cc1	5%	-4%	-16%	0%	1%	2.2%	1.8%	i	2.8	-12%

New compounds follow.
SMILES	PhoP inhibition	HEK293 NOD2/NF-kB	NOD1 NF-kB reporter	SIAH1 antagonists	LYP phosphatase	KOR beta-arrestin-1	HIV peptide binding	Myeloid diff MLP	Myeloid diff MLP GFP+ MAC1+ %	KOR beta-arrestin-2
CCOc1ccccc1-n1nnnc1SC(C)C(=O)OC (stereo not given)	4%	2%	-18%	8%	-10%	-3.9%	1.1%	i	0.5	20%
CC1=C(c2ccc(Cl)cc2)[N+](=O)C(C)(C)N1[O-]	0%	4%	-27%	1%	-5%	-0.1%	-0.2%	i	0.1	40%
CC(C)=C1SC(N2CCN(c3ccc(C)c(Cl)c3)CC2)=NC1=O	-10%	31%	-6%	6%	-7%	3.5%	-2.1%	i	0.5	10%
CC1(C)C(=O)Nc2ccccc2N1C(=O)COC(=O)C12CC3CC(CC(O)(C3)C1)C2	0%	17%	-4%	-3%	-6%	4.3%	-2.1%	i	1.1	20%
CCN(CC)C(=O)c1cc2cc(Br)ccc2oc1=O	3%	5%	·	1%	2%	-0.6%	0.9%	i	0.6	-23%
COc1ccccc1N1CCN(S(C)(=O)=O)CC1	3%	-11%	16%	-1%	-7%	-9.1%	-2.1%	i	0.9	4%
O=C(CCc1ccccc1)Nc1nnc(-c2ccc3c(c2)CCCC3)o1	-4%	8%	7%	3%	-7%	2.0%	-0.9%	i	2.9	6%
CC(CN1CCOCC1)c1ccccc1 (stereo not given)	-2%	-6%	5%	-4%	-2%	1.7%	1.2%	·	·	-23%
CC1Cc2ccccc2N1C(=O)Cn1cnc2c1c(=O)n(C)c(=O)n2C (stereo not given)	2%	4%	11%	-4%	-7%	·	-2.3%	i	3.6	·
Cc1ccc(C2NC(=O)c3ccccc3N2)s1 (stereo not given)	-2%	-74%	-76%	-7%	1%	4.4%	2.7%	i	1.3	-72%
CCOC(=O)Oc1ccc(/C=C2\N=C(C)OC2=O)cc1	2%	-2%	2%	-3%	-2%	4.1%	-0.3%	i	0.6	-26%
COc1ccccc1CNC(=O)c1ccc(CS(=O)(=O)c2ccc(C)cc2)o1	-4%	19%	-5%	7%	-4%	5.4%	1.8%	i	1.1	27%
CCOC(=O)NC1(C(F)(F)F)N=C(c2ccccc2)NC1=O (stereo not given)	-3%	6%	-18%	-2%	6%	0.3%	1.5%	i	0.5	-6%
O=C1c2cccnc2C(=O)N1c1cccc([N+](=O)[O-])c1	6%	13%	-6%	3%	-10%	-3.9%	0.6%	i	0.6	19%
CC(C)N(CCc1ccncc1)C(=S)Nc1ccc(F)c(Cl)c1	-8%	6%	-13%	2%	-4%	4.1%	-0.2%	i	0.3	7%
CC(=O)Nc1ccc2sc(NC(=O)CN3CCOCC3)nc2c1	-6%	-2%	-13%	-4%	-3%	1.4%	0.9%	i	0.9	-39%[20 µM]
CC1CCN(CCNC(=O)C2CCCN(S(=O)(=O)c3cccc4nsnc34)C2)CC1 (stereo not given)	-7%	2%	-20%	-1%	-8%	-5.0%	0.5%	i	1.5	-45%
O=C(O)CSc1nc2sc3c(c2c(=O)n1-c1ccccc1)CCC3	·	23%	2%	3%	1%	3.5%	0.6%	i	0.2	14%
Cc1ccc(CN2CC(C(=O)N(C)CC(=O)Nc3cccc(F)c3)CC2=O)cc1 (stereo not given)	-4%	-12%	-42%	7%	-10%	-2.6%	-0.4%	i	0.6	13%
